High-throughput results deposited in PubChem by National Center for Advancing Translational Sciences (NCATS).
S-ASM inh – inhibitors of human secretory acid sphingomyelinase; P17405; placental ASM, HMU-PC fluorogenic substrate, 60 min; Potency, µM (titrated, usually from 57.5 µM), inactives show at the highest dose activity change, negative = inhibition, usual class: inhibitors; 0.006% of 340,000 active; AID 504937; note: potency is the fitted concentration of half-maximal effect
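Human placenta-derived ASM enzyme was preincubated with compound for 10 minutes at room temperature, then given fluorogenic substrate HMU-PC0 (9 uM final) for 60 minutes at 37 °C; a pH 10 stop preceded fluorescence reading at Ex 386/Em 447 nm.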
TSHR antag – human thyrotropin receptor antagonism | 0.2% of 330,000 active | AID 504810 | TSHR-expressing cells, TSH-stimulated cAMP HTRF, 2 h; stronger effect = lower value | activity change, negative = inhibition, % at 11.5 µM | P16473;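 active = activity change below a set negative limit, meaning inhibition stronger than a set level, cut at about -70% in these data; inconclusive = activity change between two set negative limits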; note: % is set by controls: 0 for no effect and ±100 for the full control effect
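TSHR-expressing cells were treated with compounds, then stimulated with TSH at EC80 (4nM final) for 2 hours at 37 deg C. Cellular cAMP was measured by HTRF competition between lysate cAMP and cAMP-d2 for a cryptate-labelled anti-cAMP antibody.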
PKM2 act – PKM2 (human) enzyme activation | P14618 | purified PKM2, Kinase-Glo ATP luminescence, activation; response scale: 0% is enzyme alone, no compound | Potency, µM (top dose mostly 57.5 µM), without a hit: top-dose activation, usual class: activators | 0.34% of 260,000 active | AID 1631; note: potency is the fitted concentration of half-maximal effect; % is set by controls: 0 for no effect and ±100 for the full control effect; nearly all actives have a fitted effect of over 55% in size
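Purified hPK-M2 (>95% pure) converted ADP (0.1 mM final) to ATP with 0.5 mM PEP in 50 mM imidazole pH7.2, KCl, MgCl2, Tween 20, BSA; 1 h at room temperature. ATP detected by Kinase-Glo luminescence.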
MBNL1-CUG inh – inhibitors of human MBNL1 binding to CUG repeat RNA | Q9NR56 | TR-FRET MBNL1-His/biotin-(CUG)12 binding, 665/545 ratio | Potency, µM (highest dose often 57.5 µM), without a hit: top-dose activity change, negative = inhibition, usual class: inhibitors | 0.036% of 280,000 active; active = well fitted inhibition curve with a large enough effect in the signal ratio, with a control signal flat, not every such curve was filed as active; inconclusive = small, poorly fitted or top-dose-only effect, or effect the other way, or a change in a side signal; inactive = no such curve, though single readings can be large or run the other way; the % refers to the signal ratio; note: potency is the fitted concentration of half-maximal effect; % is set by controls: 0 for no effect and ±100 for the full control effect
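His-tagged MBNL1 binding to biotinylated (CUG)12 RNA was measured by TR-FRET using terbium anti-His antibody (0.055 ng/ul final) and streptavidin-XL665 (5 nM final). Compounds were titrated 92 nM to 58 uM; 60 min at room temperature.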
USP2a inh – USP2a (human) protease inhibition; USP2 core, Ub-CHOP2 coupled fluorogenic reporter, 485/531; Potency, µM (highest dose often 38.3 µM), for inactives: top-dose activity change, negative = inhibition, actives largely listed as inhibitors; 0.01% of 330,000 active;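 note: potency is the fitted concentration of half-maximal effect; plate controls were DMSO wells for no effect and full inhibition by NEM control for full effect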
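Deubiquitinase activity read as fluorescence (485/531 nm) after Ub-CHOP2 cleavage activates the enterokinase reporter on its substrate; USP2 core 10nM, Ub-CHOP2 and substrate 25nM each, 30min compound preincubation then 60min RT; data normalized to NEM, curves fitted.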
BCR signal inh – chronic active BCR signaling inhibition; ABC-DLBCL IkBa-CBG/CBR reporter, luminescence ratio, 4 h; Potency, µM (top dose mostly 46.1 µM), inactives show at the top dose ratio change, negative = lower green/red ratio, actives largely listed as inhibitors; 0.05% of 340,000 active; active = well fitted inhibition curve with a large enough effect in the signal ratio, with a control signal flat, not every such curve was filed as active; inconclusive = small, poorly fitted or top-dose-only effect, or effect the other way, or a change in a side signal; the % refers to the signal ratio;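 note: potency is the fitted concentration of half-maximal effect; plate controls were basal doxycycline-induced cells for no effect and cells given 10 µM MG132 for full effect; MG132 reads +100%, hits lower the ratio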
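Doxycycline induced both beetle luciferases in TMD8 lymphoma cells; IKK-driven degradation limits the IkappaBalpha-fused green signal, while red luminescence normalises for cell number and nonspecific effects. Compounds tested up to 46 uM, 4 hrs.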
hERG WT inh – blocks the wildtype human KCNH2 potassium channel; AID 720551; activity change, % at 1.84 µM; 0.37% of 340,000 active; U2OS, BacMam KCNH2, thallium flux FluxOr; stronger effect = lower value; Q12809;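 active = maximum activity change below -70%; inconclusive = maximum activity change between -70% and -50%; inactive = maximum activity change above -50%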; note: % is set by controls: 0 for no effect and ±100 for the full control effect
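U2OS cells were transduced with wild-type KCNH2 virus (2.03 x 10^8 / mL) for 4 h at room temperature, then cultured overnight at 37 C. Thallium flux was read with FluxOr dye. Rate constants were normalized to DMSO controls.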
Eya2 inh – blocks the phosphatase activity of human Eya2. O00167. recombinant Eya2, OMFP fluorescence dephosphorylation (OMFP is methylfluorescein phosphate). Potency, µM (highest dose often 76.9 µM), inactives show top-dose activity, negative = inhibition, most hits filed as inhibitors. 0.006% of 330,000 active. AID 488837; note: potency is the fitted concentration of half-maximal effect; % is set by controls: 0 for no effect and ±100 for the full control effect
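Eya2 (0.2 uM) preincubated 10 min at ambient with compound, then OMFP substrate added at 50 uM; 10 min reaction in 50 mM HEPES pH 7.5, 50 mM NaCl, 5 uM MgCl2, 0.05% BSA, 1 mM DTT. Fluorescence read at Ex 485/Em 525 nm.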
Mito fusion act – inhibitors of mitochondrial division or activators of mitochondrial fusion; S. cerevisiae fusion-defective mutant growth rescue, CellTiterGlo 48 h; Potency, µM (top dose mostly 46.1 µM), for inactives: at the top dose growth rescue (activation), most hits filed as activators; 0.23% of 320,000 active;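 note: potency is the fitted concentration of half-maximal effect; % of control where 0% means no effect; nearly all actives have a fitted effect of over 45% in size; temperature-sensitive fusion mutants such as fzo1-1 at 37 °C on non-fermentable ethanol glycerol medium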
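Read-out: ATP-based luminescence (CellTiterGlo, 10 min ambient) reporting growth of fusion-defective ts yeast after 48 hours at 37C on glycerol/ethanol YPEG medium in the presence of compound.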
GALK inhibitor – inhibitors of human galactokinase; Purified GALK, Kinase-Glo residual ATP luminescence; Potency, µM (top dose mostly 57.5 µM), for inactives: at the highest dose activity change, negative = inhibition, most hits filed as inhibitors; 0.007% of 270,000 active; AID 1868; note: potency is the fitted concentration of half-maximal effect; % is set by controls: 0 for no effect and ±100 for the full control effect
Target sequence (P51570 whole entry, looked up): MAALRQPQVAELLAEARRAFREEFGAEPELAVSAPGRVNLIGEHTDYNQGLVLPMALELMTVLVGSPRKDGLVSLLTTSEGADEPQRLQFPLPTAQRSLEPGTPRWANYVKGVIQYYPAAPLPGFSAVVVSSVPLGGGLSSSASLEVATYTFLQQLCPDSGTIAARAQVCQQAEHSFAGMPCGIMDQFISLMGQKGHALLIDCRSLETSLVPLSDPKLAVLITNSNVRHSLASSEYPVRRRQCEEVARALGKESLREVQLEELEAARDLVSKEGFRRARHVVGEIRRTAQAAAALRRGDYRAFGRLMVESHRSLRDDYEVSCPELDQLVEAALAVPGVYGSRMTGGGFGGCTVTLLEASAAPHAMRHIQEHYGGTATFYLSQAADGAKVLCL
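Galactose (100 uM) and ATP (35 uM) were turned over by 5 nM GALK for 1 h at RT. Kinase-Glo Plus then converted the remaining ATP into a luminescent signal.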
Menin-MLL TR inh – menin-MLL binding inhibition, Texas Red mutant peptide | Potency, µM (titrated, usually from 61.6 µM), for inactives: top-dose FP activity change, negative = inhibition, actives largely listed as inhibitors | 0.23% of 270,000 active | AID 1768 | Menin + Texas Red MLL mutant peptide, fluorescence polarization; active = well fitted inhibition curve with a large enough effect in the polarisation, with a control signal flat, not every such curve was filed as active; inconclusive = small, poorly fitted or top-dose-only effect, or effect the other way, or a change in a side signal; inactive = no such curve, though single readings can be large or run the other way; the % refers to the polarisation; note: potency is the fitted concentration of half-maximal effect; % of control where 0% means no effect; many of its hits are not listed in these tables
Target sequence (O00255 whole entry, looked up): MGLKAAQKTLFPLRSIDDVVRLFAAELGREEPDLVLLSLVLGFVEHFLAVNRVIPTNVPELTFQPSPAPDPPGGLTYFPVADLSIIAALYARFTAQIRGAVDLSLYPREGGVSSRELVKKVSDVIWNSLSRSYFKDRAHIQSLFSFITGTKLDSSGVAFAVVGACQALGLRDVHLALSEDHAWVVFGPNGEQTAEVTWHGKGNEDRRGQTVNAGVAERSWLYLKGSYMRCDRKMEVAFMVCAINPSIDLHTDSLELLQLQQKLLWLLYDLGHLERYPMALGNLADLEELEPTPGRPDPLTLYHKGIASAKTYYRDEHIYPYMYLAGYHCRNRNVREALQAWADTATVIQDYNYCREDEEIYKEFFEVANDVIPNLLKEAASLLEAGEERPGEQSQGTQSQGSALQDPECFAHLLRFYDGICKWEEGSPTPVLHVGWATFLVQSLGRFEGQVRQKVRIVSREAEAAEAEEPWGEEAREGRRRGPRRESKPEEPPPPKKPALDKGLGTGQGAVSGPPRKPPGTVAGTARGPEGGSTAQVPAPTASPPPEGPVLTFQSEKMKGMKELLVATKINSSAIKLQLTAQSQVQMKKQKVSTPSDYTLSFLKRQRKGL
* = called active by the depositor; ? = inconclusive; . = no result given; [ ] = dose if it differs, or a comment. Unless noted, calls come from the whole dose curve; as a rule, active = well fitted curve in the direction sought with a large enough effect; inconclusive = small, poorly fitted or top-dose-only effect, or another doubt; inactive = no such curve, though single readings can be large; an effect the other way counts as inactive or inconclusive. Not all compounds are listed (hit frequency here may not be typical).

Below each compound: BCR signal inh | MBNL1-CUG inh | S-ASM inh | hERG WT inh | Mito fusion act | TSHR antag | GALK inhibitor | Menin-MLL TR inh | Eya2 inh | PKM2 act | USP2a inh
#1 CC(=O)NCC1CCCN(c2nc3nonc3nc2N(C)Cc2ccccc2)C1 (stereo not drawn)
 : -1% | 22% | 1% | -7 | 6% | -1 | -2% | 4% | 4% | 0% | -4%
#2 O=C1CC2(CCN(C(=O)c3ccccc3Br)CC2)Oc2ccccc21
 : 4% | . | 4% | 38 | 6% | -19 | . | . | 7% | . | 2%
#3 CNc1nc(-c2ccccc2)cc(C(F)(F)F)c1C#N
 : 9% | 6% | . | 0 | 0% | 16 | 0% | 8% | -11% | 1% | 5%
#4 O=C1C2C3CCC(C3NCc3ccccc3)C2C(=O)N1Cc1ccccc1 (stereo not drawn)
 : 0% | -16% | -15% | 6 | 7% | 0 | 2% | -24% | -6% | -1% | -5%
#5 C/C(=N\NC(=O)c1ccc(O)cc1)c1cccc(NC(=O)c2ccccc2C)c1
 : ? | 5% | 0% | -4 | 1% | -9 | 1% | -1% | 3% | -7% | -1%
#6 Nc1ccc(C(=O)NCC2(c3ccccc3)CCCC2)cc1
 : 2% | -3% | 7% | -37 | -1% | -2 | 1% | 7% | 5% | -2% | 11%
#7 CCOC(=O)CNc1nc(Cl)nc(Nc2ccc(C)cc2)n1
 : 7% | -7% | 2% | -1 | -2% | 18 | 0% | . | 4% | -1% | 1%
#8 CCCCN1CC2([N+](=O)[O-])C=CC(=O)C([N+](=O)[O-])(C1)C2CC(=O)c1ccccc1 (stereo not drawn)
 : ? | 26% | -3% | 0 | 2% | -9 | -2% | 3% | -2% | 1% | -2%
#9 Cc1ccc2c(c1)[nH]c1c(=O)n(CCN3CCCCC3)cnc12
 : 0% | -8% | 1% | -3 | 2% | 2 | -1% | -2% | 6% | -3% | 0%
#10 OC(c1ccc(Cl)cc1)C(O)c1nc2ccccc2[nH]1 (stereo not drawn)
 : 1% | 0% | 0% | -1 | -5% | 0 | 1% | 14% | -10% | 10% | 0%
#11 Cn1c(=O)c2c(ncn2CC(=O)N2CCOCC2)n(C)c1=O
 : -9% | 0% | 4% | 9 | -3% | -7 | -1% | -6% | -16% | -2% | -1%
#12 CCOC(=O)c1c(N)n(-c2ccc(N)cc2)c2nc3ccccc3nc12
 : 7% | -3%[11.5 µM] | 30% | 1 | 4% | 1 | . | -5% | 2% | -2% | 0%
#13 O=S(=O)(NCc1ccncc1)c1ccccc1
 : 3% | 5% | -1% | 5 | -1% | -2 | 3% | -5% | -5% | 7% | 6%
#14 CCOC(=O)C1=C(C)N(c2ccc(OC)cc2)C(=O)/C1=C\c1cccs1
 : ? | 0% | -13% | . | 13% | 1 | 3% | -6% | -1% | -5% | 0%
#15 COc1ccc(C(=O)NC(Cc2ccccc2)c2ccc3c(c2)OCCCO3)cc1 (stereo not drawn)
 : -1% | 2% | -6% | -6 | 2% | 3 | 0% | . | -19% | 7% | 1%
#16 COc1ccc(Cl)cc1NC(=O)COc1ccc2c(c1)OCO2
 : ? | . | -8% | -16 | 1% | 5 | . | . | 1% | . | 1%
#17 CN[C@H](C)C(=O)NC[C@H]1O[C@@H](n2cnc3c(N)ncnc32)[C@H](O)[C@@H]1O
 : 1% | . | 0% | 6 | . | 6 | . | . | 8% | . | 2%
#18 O=C(O)CCC(=O)Nc1ccc(Br)cc1C(=O)c1ccccc1
 : 3% | -8% | -3% | 5 | 0% | -1 | 5% | . | -3% | -4% | 1%
#19 COC(=O)Cc1ccc(NC(=O)c2ccccc2Br)cc1
 : -25% | -3% | 3% | 7 | 1% | 2 | -4% | 6% | -12% | 2% | 1%
#20 CCOc1ccc(C(=O)N/N=C/c2ccccc2[N+](=O)[O-])cc1
 : 3% | ? | -2% | -4 | -26% | -5 | . | 8% | -2% | -1% | 4%
#21 O=C(NC(=S)Nc1ccc(CN2CCCCC2)cc1)c1cccc(OCc2ccccc2)c1
 : -2% | -6% | -19% | 43 | 2% | 5 | 5% | ? | 5% | -7% | -1%
#22 Cc1ccc(NC(=O)c2cc(-c3cc(Cl)ccc3O)n[nH]2)cc1C
 : -5% | -1% | 3% | 0 | 6% | -9 | 9% | -1% | -7% | . | 2%
#23 Cc1cc(N2CCOCC2)nc2ccc(NC(=S)NC(C)C)cc12
 : 1% | 2% | 142%[activator] | 11 | -43%[inhibitor] | -4 | 2% | 21% | 3% | . | 1%
#24 CN(C)CCCN(C(=O)c1ccc([N+](=O)[O-])o1)c1nc2cc3c(cc2s1)OCO3
 : -19% | ? | -10% | 1 | -1% | 0 | -1% | 2% | -6% | -4% | 1%
#25 COc1ccc(S(=O)(=O)NCCC(=O)Nc2ccc(C)cc2)cc1
 : 0% | -7% | -3% | -10 | 3% | 1 | -3% | -21% | 6% | . | -1%
#26 Cc1ccc(Nc2nc(-c3cccnc3)nc3ccccc23)cc1
 : ? | -3% | -19% | -5 | 22% | 10 | 0% | . | 2% | 15% | 4%
#27 Cc1ccnc(NC(=O)CCC(=O)N(CC(=O)NC2CCCCC2)c2cccc(C)c2C)c1
 : -12% | -8% | 1% | -6 | 1% | 0 | -1% | -10% | -10% | -3% | 1%
#28 CCCCNC(=O)c1onc(CSc2cccc3ccccc23)c1C(=O)O
 : 19% | 1% | 16% | -12 | 4% | -21 | -16% | ? | 17% | -1% | 2%
#29 Cc1cccc(C(=O)Oc2coc(CSc3nnc(NC(=O)C4CC4)s3)cc2=O)c1
 : -10% | -2% | -7% | 53 | 1% | 1 | 0% | 16% | 3% | 3% | 3%
#30 CC(=O)c1cnc(N2CCCCC2)nc1C
 : ? | -6% | 3% | 3 | 6% | 1 | -1% | -8% | 18% | 3% | 0%

(continued)
Below each compound: BCR signal inh | MBNL1-CUG inh | S-ASM inh | hERG WT inh | Mito fusion act | TSHR antag | GALK inhibitor | Menin-MLL TR inh | Eya2 inh | PKM2 act | USP2a inh
#31 CC(=O)Nc1ccc2c(c1)nc(C)n2Cc1ccccc1
 : -2% | -3% | 2% | 1 | -4% | -12 | 3% | -4% | -1% | -2% | -1%
#32 Nc1c(S(=O)(=O)c2cccs2)c2nc3ccccc3nc2n1/N=C/c1cccc(O)c1
 : ? | 16% | 264%[activator] | 3 | 13% | 19 | 4% | ? | 16% | 1% | -7%
#33 O=c1oc2cc(OCc3ccc([N+](=O)[O-])cc3)ccc2c2c1CCCC2
 : 0% | ? | 11% | -3 | -7% | 13 | -4% | 3% | 21% | -14% | -1%
#34 Cc1ccc(S(=O)(=O)N2CCOCC2)cc1C(=O)N1CCN(c2ncccn2)CC1
 : -2% | . | 2% | 4 | 3% | 16 | . | . | 24% | . | 0%
#35 N#Cc1c(-c2ccc(Br)cc2)cc(-c2cccnc2)nc1N
 : 6% | . | . | 2 | 9% | 27 | 0% | 3% | -14% | -4% | 0%
#36 CCOc1ccc(NC(=O)CC2C(=O)N(C)C(=S)N2CCCc2ccccc2)cc1 (stereo not drawn)
 : ? | -14% | 2% | 23 | 9% | 8 | -1% | 19% | -5% | 12% | 4%
#37 CN(c1ccccc1)c1nc(N)c([N+](=O)[O-])c(NCc2ccccc2)n1
 : ? | . | -11% | 2 | 7% | 2 | -3% | . | -10% | -9% | 4%
#38 C=CCN1C(=O)CSC1=Nc1ccc(C(=O)O)cc1
 : 2% | -1% | -2% | -29 | 0% | 13 | 2% | 3% | -5% | 3% | -1%
#39 COc1ccc(S(=O)(=O)NC2CCCC2)cc1C(N)=O
 : -5% | 0% | -2% | -6 | 0% | 0 | -3% | . | 5% | . | 1%
#40 CC(C)CC(=O)OCc1cn(-c2ccccc2)nn1
 : 1% | -7% | 1% | -6 | 0% | 1 | 3% | 1% | 10% | 5% | 2%
#41 O=C(/C=C/c1ccccc1)NNC(=O)C1CC1
 : -12% | -2% | 0% | 24 | 0% | -3 | 6% | 0% | 29% | 6% | 1%
